# Nrf2 ARE act: Nrf2 pathway activation. Potency, µM (series often up to 46.1 µM), for the others: at the top dose activation, usual class: activators. AID 624171. 410,000 tested, 0.31% active. AREc32 ARE-luciferase reporter (MCF7-derived line), luminescence, 24 h; further: % of control where 0% means no effect; nearly all actives have a fitted effect of over 65% in size
#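 Quantitative high-throughput format: AREc32 reporter cells, 1000 per well, received compound by pin transfer and were incubated 24 hr at 37 deg C, 5% CO2, before Steady-Glo luminescence detection.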
# ATXN2 expr inh: ATXN2 expression inhibition | Potency, µM (titrated, usually from 57 µM), for the others: at the top dose activity change, negative = inhibition, actives largely listed as inhibitors | 360,000 tested, 0.72% active | HEK-293 ATXN2-luciferase reporter, luminescence, 24 h; further: on the % scale 0 is the no-effect control and ±100 the full control effect; nearly all actives have a fitted effect of over 55% in size
#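 qHTS (up to 57 uM final) was run with 24 h compound exposure of reporter cells at 37 °C. Each well was multiplexed: SteadyGlo luminescence measured ATXN2-luciferase expression after a fluorogenic Gly-Phe-AFC viability readout (25 uM final).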
# Nrf2 block: inhibitors of Nrf2 signaling; A549 ARE-Fluc reporter, luciferase luminescence, 18-24 h; Potency, µM (top dose mostly 46 µM), for the others: at the highest dose activity change, negative = inhibition, actives largely listed as inhibitors; 360,000 tested, 2.1% active; further: on the % scale 0 is the no-effect control and ±100 the full control effect; nearly all actives have a fitted effect of over 60% in size
#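 Concentration-response testing used A549 ARE_Fluc cells at 5000 cells/well. Following an 18-24 h compound incubation, viability was read by fluorescence (Ex 405/Em 525) and luciferase output by luminescence.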
# S2 tox: cell viability loss in ATXN counter-screen | S2 cells (HEK-293 line with an ATXN2-luciferase reporter) viability, CellTiter-Fluor protease fluorescence, 24 h | Potency, µM (top dose mostly 56.7 µM), actives largely listed as cytotoxic | 400,000 tested, 0.49% active | AID 651635; further: nearly all actives have a fitted effect of over 40% in size
# A549 tox: kills or reduces viability of A549 cells in Nrf2 counter-screen | A549 ARE-Fluc cells, CellTiter-Fluor viability, 18-24 h | Potency, µM (series often up to 46 µM), without a hit: top-dose activity change, negative = cytotoxicity, usual class: inhibitors | 390,000 tested, 0.16% active; further: on the % scale 0 is the no-effect control and ±100 the full control effect
#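 Cytotoxicity counterscreen: CellTiter-Fluor fluorescence was measured in A549 ARE_Fluc cells after 18-24 h of compound exposure in a concentration series. The subsequent BugLite luminescent read reports ARE-luciferase activity.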
# EPAC2 antagonist: blocks human EPAC2 exchange factor; EPAC2 GEF exchange of Rap1B-BODIPY-GDP, fluorescence; Potency, µM (top dose mostly 114 µM), without a hit: at the top dose activity, negative = inhibition, usual class: inhibitors; 360,000 tested, 0.18% active; further: on the % scale 0 is the no-effect control and ±100 the full control effect; nearly all actives have a fitted effect of over 45% in size; many of its hits are not listed in these tables
# Target sequence (Q8WZA2 whole entry, looked up): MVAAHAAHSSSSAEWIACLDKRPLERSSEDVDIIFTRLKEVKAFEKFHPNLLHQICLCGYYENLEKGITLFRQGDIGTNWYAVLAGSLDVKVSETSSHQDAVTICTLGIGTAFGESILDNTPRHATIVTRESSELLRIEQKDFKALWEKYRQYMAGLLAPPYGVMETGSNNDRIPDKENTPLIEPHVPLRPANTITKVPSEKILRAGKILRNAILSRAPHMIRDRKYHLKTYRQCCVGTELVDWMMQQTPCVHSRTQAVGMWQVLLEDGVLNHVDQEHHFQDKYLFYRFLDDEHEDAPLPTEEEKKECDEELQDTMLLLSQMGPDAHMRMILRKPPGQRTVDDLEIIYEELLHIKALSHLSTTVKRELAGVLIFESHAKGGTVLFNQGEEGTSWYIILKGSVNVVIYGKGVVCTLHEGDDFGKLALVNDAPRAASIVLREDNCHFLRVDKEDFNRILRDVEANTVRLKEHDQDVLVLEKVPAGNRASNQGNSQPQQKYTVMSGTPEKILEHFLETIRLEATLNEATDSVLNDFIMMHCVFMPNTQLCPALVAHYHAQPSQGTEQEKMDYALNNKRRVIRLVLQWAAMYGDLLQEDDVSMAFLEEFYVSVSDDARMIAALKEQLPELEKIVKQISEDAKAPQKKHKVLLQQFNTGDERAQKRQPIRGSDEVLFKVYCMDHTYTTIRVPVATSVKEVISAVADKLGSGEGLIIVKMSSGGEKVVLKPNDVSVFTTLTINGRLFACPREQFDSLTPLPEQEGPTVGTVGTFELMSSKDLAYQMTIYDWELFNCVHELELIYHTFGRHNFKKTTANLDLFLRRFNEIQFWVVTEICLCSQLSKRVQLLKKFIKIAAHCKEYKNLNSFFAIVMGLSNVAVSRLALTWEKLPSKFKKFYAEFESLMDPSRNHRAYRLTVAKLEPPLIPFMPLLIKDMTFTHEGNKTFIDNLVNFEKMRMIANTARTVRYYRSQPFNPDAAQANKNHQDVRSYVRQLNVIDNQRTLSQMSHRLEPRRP
# MCF10A rereplic: induces DNA re-replication in MCF 10a normal breast cells. Potency, µM (doses to about 46.1 µM), for the others: at the top dose activity, positive = re-replication, hits mostly activators. AID 624296. MCF 10A DNA re-replication, Hoechst nuclear intensity, 48 h. 350,000 tested, 2.9% active; further: % of control where 0% means no effect; nearly all actives have a fitted effect of over 50% in size
# HepG2 viability: counter-screen for TGF-b inhibitors: cytotoxicity in HepG2 cells | 410,000 tested, 0.76% active | HepG2 CAGA-GFP viability, ATP luminescence, 18 h | Potency, µM (top dose mostly 46.1 µM), for the others: at the top dose activity change, negative = cytotoxicity, actives largely listed as cytotoxic; further: some results filed as inactive show a strong effect at the top dose
#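 CellTiter-Glo luminescence gave cytotoxicity after 18 hours at 37 degrees C. The cells were HepG2 CAGA-GFP in 1% FBS DMEM, stimulated with 500 pg/mL TGF-beta after compound addition. %Activity was normalised to no-cell wells (complete cell-killing) and DMSO (no toxicity), and curves were fitted and classified.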
# TGFb inhibitor: TGF-b pathway inhibition. HepG2 CAGA-GFP TGF-b/SMAD3 reporter, GFP fluorescence, 18 h; TGF-beta stimulated, 500 pg/mL final. Potency, µM (top dose mostly 46.1 µM), inactives show at the top dose activity, negative = inhibition, most hits filed as inhibitors. 410,000 tested, 1.2% active. AID 588855; further: on the % scale 0 is the no-effect control and ±100 the full control effect; nearly all actives have a fitted effect of over 65% in size
#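 Inhibition of TGF-beta-driven CAGA-GFP reporter expression in HEPG2 cells is measured by cellular GFP fluorescence after 18 h stimulation with 500 pg/mL recombinant TGF-beta in 1% FBS medium at 37 degrees C.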
# * = called active by the depositor; i = inactive; ? = inconclusive; nt = not tested or not shown; [ ] = dose if it differs, or a comment. The call rests on the fitted dose curve; in most records, active means well fitted curve in the direction sought with a large enough effect; inconclusive means small, poorly fitted or top-dose-only effect, or another doubt; inactive means no such curve, though single readings can be large; an effect the other way counts as inactive or inconclusive. Potency means the concentration at half of the fitted maximal effect. The list is partial; the hit share may differ from the screen's.
# Fields: Nrf2 ARE act, ATXN2 expr inh, Nrf2 block, S2 tox, A549 tox, EPAC2 antagonist, MCF10A rereplic, HepG2 viability, TGFb inhibitor
Cc1ccc(N2CCN(/N=C/C=C/c3ccccc3)CC2)cc1
  -0.7%, 1%, 12%, i, 13%, -22%, -13%, -5%, 0%
COCCCn1c(SCc2ccccc2F)nc2c(sc3ccccc32)c1=O
  -1.3%, 7%, nt, i, 4%, nt, nt, -35%, -1%
COc1ccc(CN/C(C)=C(/C#N)C(N)=O)cc1OC
  -0.5%, 4%, 5%, i, -1%, -3%, 14%, -59%, 10%
OCC1(Cc2ccccc2)CCN(Cc2cccc(F)c2F)CC1
  -0.6%, nt, -11%, i, -17%, 1%, -1%, -16%, -24%
Cc1ccc2nc(NCCC(=O)O)nc(-c3ccccc3)c2c1
  -0.7%, 14%, ?, nt, ?, 11%, 1%, -11%, 6%
CCOC(=O)CNC(=S)N(Cc1ccccc1)Cc1ccccc1F
  0.4%, -19%, 4%, i, 5%, -3%, 1%, -27%, -21%
O=C(Cc1ccsc1)OCC(=O)c1ccccc1
  0.1%, -7%, 14%, ?, -13%, -3%, 0%, 6%, -18%
COc1ccccc1C(=O)Oc1c(Sc2ccccc2)c(C)nn1C(C)(C)C
  -2.8%, -7%, 0%[9.27 µM], i, -22%, nt, nt, -101%, ?
N/C(=N\OC(=O)C1CCCCC1)c1cccc([N+](=O)[O-])c1
  2.6%, 46%[activator], ?, i, -2%, -3%, -4%, -15%, 2%
CCOc1ccccc1C1CC(=O)NC2=C1C(=O)CCC2 (configuration not stated)
  0.0%, -12%, nt, i, ?, -3%, ?, -16%, 3%
COC(=O)CSc1nnc(CNC(=O)Cc2ccccc2)n1-c1ccccc1OC
  -0.5%, 0%, 11%, i, 2%, -5%, -9%, 0%, 0%
CC(CNC(=O)CN1C(=O)COc2ccc(S(=O)(=O)N3CCCCCC3)cc21)c1ccccc1 (configuration not stated)
  0.9%, nt, -16%, nt, -13%, nt, nt, -20%, ?
FC(F)(F)c1ccccc1CNCc1ccc2c(c1)OCO2
  -0.5%, -5%, -6%, i, 3%, 5%, 2%, -6%, 20%
CC1(C)Cc2c(c(=S)nc(-c3ccccc3)n2CCO)CO1
  -0.7%, 10%, nt, i, 12%, 16%, 0%, 7%, ?
O=S(=O)(NCc1ccco1)c1ccc(S(=O)(=O)N2CCCC2)cc1
  -0.1%, -34%, ?, i, -4%, -4%, -2%, 1%, -4%
COc1ccc2cc(-c3ccn[nH]3)ccc2c1
  -0.7%, 83%[activator], ?, i, 0%, -4%, 13%, 1%, 0%
Cc1ccc(NC(=O)C2CCCN(S(=O)(=O)c3c(C)noc3/C=C/N(C)C)C2)c(C)c1 (configuration not stated)
  -0.2%, -8%, 10%, i, 1%, -1%, ?, -5%, 1%
CC(C)[C@@H](C(=O)N1CCCC1)N1C(=O)N2CCc3c([nH]c4ccccc34)[C@@]2(C)C1=O
  -0.7%, -6%, -12%, i, -5%, -7%, -4%, -73%, -21%
COc1ccccc1C(=O)NCCC(=O)NCC(c1ccccc1)N(C)C (configuration not stated)
  -0.3%, -2%, 9%, i, 3%, 5%, 7%, -3%, 0%
CCOC(=O)c1c(C)[nH]c(C=C2C(=O)CCCC2=O)c1O
  0.2%, 4%, -1%, i, ?, 12%, -1%, -1%, 9%
CCOc1cc2[nH]c(=S)n(CCCN3CCOCC3)c(=O)c2cc1OCC
  -0.4%, 4%, 14%, i, 23%, 1%, 13%, -19%, 9%
CN1N=C(c2ccc(Cl)cc2)CC(c2ccc(Cl)cc2)C1=O (configuration not stated)
  2.4%, -1%, 1%, i, 11%, -6%, 1%, -14%, -22%
C[n+]1ccc2[nH]c3ccccc3c2c1
  0.2%, -1%, nt, i, nt, -7%, nt, 2%, 30%
COc1cc(C(=O)N2C(=O)c3cccc(N)c3C2=O)cc(OC)c1OC
  3.1%, nt, 4%, nt, 1%, 0%, -1%, -1%, -5%
CC(C)=CCCC(C)CN1CCC(n2nccc2NC(=O)c2ccccc2)CC1 (configuration not stated)
  -1.3%, nt, -5%, i, -9%, -13%, 8%, -39%, -2%
C=CCC[C@@H](Cc1ccc(F)cc1)C(=O)OC[C@H](Cc1c[nH]c2ccccc12)NC(=O)[C@@H](CC=C)CC(=O)NCCO
  0.4%, ?, 9%, nt, 0%, -11%, 6%, -54%, ?
CC(C)Oc1ccc(C2CC(=O)N(c3cccc(Br)c3)C2=O)cc1 (configuration not stated)
  -0.7%, 8%, ?, i, -8%, -6%, 9%, 18%, 1%
CC(=O)c1cccc(NC(=O)C2=CC(c3cccs3)=NS(=O)(=O)N2C)c1
  0.6%, -11%, -15%, i, -6%, -4%, 5%, -18%, -2%
Cc1cccc(OCCOCCN2CCOCC2)c1C
  0.3%, -7%, 9%, i, 0%, 0%, 2%, -13%, 7%
COC(=O)c1ccc(C)c(NC(=O)CCCN2C(=O)NC(C)(C)C2=O)c1
  -0.7%, 0%, 7%, ?, -4%, 1%, 0%, 7%, 3%

# Not a retest: an excerpt of the list.
# Fields: Nrf2 ARE act, ATXN2 expr inh, Nrf2 block, S2 tox, A549 tox, EPAC2 antagonist, MCF10A rereplic, HepG2 viability, TGFb inhibitor
CC1(C)Cc2c(c(=S)nc(-c3ccccc3)n2CCO)CO1
  -0.7%, 10%, nt, i, 12%, 16%, 0%, 7%, ?
O=S(=O)(NCc1ccco1)c1ccc(S(=O)(=O)N2CCCC2)cc1
  -0.1%, -34%, ?, i, -4%, -4%, -2%, 1%, -4%
COc1ccc2cc(-c3ccn[nH]3)ccc2c1
  -0.7%, 83%[activator], ?, i, 0%, -4%, 13%, 1%, 0%

# The listing picks up with the 5 entries that preceded the break.
# Fields: Nrf2 ARE act, ATXN2 expr inh, Nrf2 block, S2 tox, A549 tox, EPAC2 antagonist, MCF10A rereplic, HepG2 viability, TGFb inhibitor
C=CCC[C@@H](Cc1ccc(F)cc1)C(=O)OC[C@H](Cc1c[nH]c2ccccc12)NC(=O)[C@@H](CC=C)CC(=O)NCCO
  0.4%, ?, 9%, nt, 0%, -11%, 6%, -54%, ?
CC(C)Oc1ccc(C2CC(=O)N(c3cccc(Br)c3)C2=O)cc1 (configuration not stated)
  -0.7%, 8%, ?, i, -8%, -6%, 9%, 18%, 1%
CC(=O)c1cccc(NC(=O)C2=CC(c3cccs3)=NS(=O)(=O)N2C)c1
  0.6%, -11%, -15%, i, -6%, -4%, 5%, -18%, -2%
Cc1cccc(OCCOCCN2CCOCC2)c1C
  0.3%, -7%, 9%, i, 0%, 0%, 2%, -13%, 7%
COC(=O)c1ccc(C)c(NC(=O)CCCN2C(=O)NC(C)(C)C2=O)c1
  -0.7%, 0%, 7%, ?, -4%, 1%, 0%, 7%, 3%
Cc1nn(CCc2n[nH]c(=S)n2-c2ccc(F)c(Cl)c2)c(C)c1[N+](=O)[O-]
  -1.0%, -7%, 2%, i, 1%, 0%, -3%, 0%, 16%
O=C(CSc1nnc(-c2ccc(Cl)cc2)n1-c1ccc(Cl)cc1)N/N=C/c1ccccc1C(=O)O
  -0.3%, -2%, 0%, i, -4%, -7%, 0%, -6%, -6%
O=C(N/N=C\c1cccc(F)c1)c1ccc(Cn2cc(Br)c([N+](=O)[O-])n2)o1
  2.7%, -10%[11.3 µM], -6%, i, 6%, -6%, 0%, -21%, 1%
C#CCOCCOCCOCCNc1nc(N2CCN(C(=O)Cn3cc(CCCCN)nn3)CC2)nc(N2CCN(C(=O)[C@H](C)n3cc(CCC(=O)O)nn3)CC2)n1
  0.7%, 4%, 6%, i, -6%, 7%, -20%, 3%, 9%
S=c1[nH]nc(-c2cccnc2)n1/N=C/c1ccccc1
  3.5%, 3%, -15%, i, -6%, 1%, 7%, 5%, 3%
CC1(C)CC(=O)c2sc(NC(=O)C3CC3)nc2C1
  -1.3%, 19%, 1%, i, 2%, 2%, -1%, -19%, -5%
O=C(OCC(=O)N1CCCCC1)c1ccc2c(c1)C(=O)N(Cc1ccco1)C2=O
  -0.5%, -1%, 3%, i, 1%, 5%, 2%, 5%, 24%
COC(=O)[C@@]1(C)[C@H]2C(=O)N(C)C(=O)[C@H]2[C@H]2CN=C(SCC(=O)c3ccccc3)N21
  8.7%, 1%, 0%, i, 5%, 6%, 1%, 0%, 3%
Cn1c(N)c(C(=O)COC(=O)c2ccccn2)c(=O)n(C)c1=O
  0.0%, -6%, 19%, ?, 0%, 9%, -36%[inhibitor], 0%, 0%
CC(C)Cc1ccc(C(=O)Nc2ccc(Cc3ccncc3)cc2)o1
  0.5%, -25%, ?, i, 3%, -11%, 9%, -24%, -29%
CC(C)C(=O)c1cn(CC(=O)O)c2ccccc12
  1.5%, -33%, -11%, i, 8%, 9%, 0%, -8%, -2%
O=C(CN1CCN(Cc2cccc(Cl)c2)C1=O)NCc1cccs1
  0.4%, nt, 12%, i, 12%, -15%, -2%, -24%, -25%
Cn1cc(Cl)c(C(=O)OCC(=O)Nc2ccc(S(N)(=O)=O)cc2)n1
  2.8%, -8%, 0%, i, 5%, -5%, 1%, -11%, -17%
O=C1CN(C(=O)c2ccc(S(=O)(=O)N3CCCCC3)cc2)C(c2ccc(F)cc2)c2cc(F)ccc2N1 (configuration not stated)
  3.5%, 0%, -17%[9.27 µM], i, 2%, nt, nt, -21%, -14%
O=C(O)c1cccc(S(=O)(=O)Nc2ccc(S(=O)(=O)N3CCOCC3)cc2)c1
  -0.3%, -17%, 0%, i, -5%, -3%, 1%, -22%, 3%
CCn1c(/C(C#N)=N/O)nc2ccccc21
  0.5%, -3%, -12%, ?, -5%, -5%, 6%, 4%, 17%
CC(O)CCC(=O)NNC(=S)Nc1ccccc1 (configuration not stated)
  -0.7%, -4%[11.3 µM], 1%, i, 0%, 6%, 6%, 5%, 2%
COc1ccc(N2CCCC2=O)cc1S(=O)(=O)N1CCOCC1
  0.1%, nt, nt, i, nt, -3%, nt, -20%, -9%
CCc1cccc(C)c1NC(=O)C1CC=CCC1C(=O)O (configuration not stated)
  -0.5%, -8%, -8%, i, 0%, 13%, ?, -14%, -1%
